B2AR arrestin: recruits beta-arrestin to the human beta2-adrenergic receptor; P07550; beta-arrestin recruitment to beta2AR, cell-based reporter; Potency, µM (series often up to 46.1 µM), for the others: at the highest dose activation, hits mostly activators; 330,000 tested, 0.02% active;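 note: potency is the fitted concentration of half-maximal effect; 0% = DMSO controls and full agonism = EC100 isoproterenol or metaproterenol; nearly all actives have a fitted effect of over 65% in size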
Target sequence (P07550 whole entry, looked up): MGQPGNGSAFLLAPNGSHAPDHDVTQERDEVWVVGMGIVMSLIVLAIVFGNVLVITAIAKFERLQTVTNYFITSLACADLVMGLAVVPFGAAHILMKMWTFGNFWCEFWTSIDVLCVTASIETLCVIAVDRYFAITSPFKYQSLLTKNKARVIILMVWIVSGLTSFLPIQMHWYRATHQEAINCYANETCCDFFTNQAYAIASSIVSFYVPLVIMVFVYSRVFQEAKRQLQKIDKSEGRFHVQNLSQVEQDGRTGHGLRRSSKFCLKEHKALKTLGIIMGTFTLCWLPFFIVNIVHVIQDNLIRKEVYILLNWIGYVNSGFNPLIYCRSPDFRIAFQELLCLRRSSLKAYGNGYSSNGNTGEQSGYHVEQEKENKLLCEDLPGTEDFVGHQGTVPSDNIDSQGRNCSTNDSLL
GALK inhibitor: galactokinase (human) inhibition. Purified GALK, Kinase-Glo residual ATP luminescence. 270,000 tested, 0.007% active. Potency, µM (highest dose often 57.5 µM), for the others: top-dose activity change, negative = inhibition, hits mostly inhibitors; note: potency is the fitted concentration of half-maximal effect; % is set by controls: 0 for no effect and ±100 for the full control effect
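5 nM enzyme, 35 uM ATP, 100 uM galactose, 20 mM HEPES pH8.0, 5 mM MgCl2; 1 h RT; residual ATP by Kinase-Glo Plus luminescence, qHTS format.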
Giardia kill: Giardia lamblia killing | Giardia lamblia trophozoite viability | activity change, % at 7.66 µM, hits read low | 340,000 tested, 0.15% active; in the data active = activity change below about -80%; inconclusive = between about -30% and that limit;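 note: parasites exposed to compound for two days anaerobically before the ATP read; % is set by controls: 0 for no effect and ±100 for the full control effect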
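Trophozoite viability was measured as ATP-dependent luminescence, read 15-30 min after reagent addition. Before that, parasites at 100 cells/well were exposed to compounds for 48 h, anaerobically, at 37 deg C.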
Coupling enz: coupling enzyme interference in Giardia aldolase counter-screen | coupling enzyme system counterscreen, AmpLite Red fluorescence | AID 2472 | 290,000 tested, 0.67% active | activity change, negative = inhibition, % at 58.2 µM, hits read low; in the data active = activity change below about -30%; note: % is set by controls: 0 for no effect and ±100 for the full control effect
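Counterscreen lacking aldolase: glyceraldehyde-3-phosphate coupling-enzyme reagent preincubated 10 min at RT with compound (at 57.5 uM final), then substrate/coupling system with AmpLite Red added; fluorescence read at 525/598 nm after 20 min RT.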
Integrin act MD: integrin-mediated muscular dystrophy alleviation activation; alpha7betagal myoblasts, beta-gal FDG fluorescence, 48 h; Potency, µM (titrated, usually from 38.3 µM), for the others: at the highest dose activation, hits mostly activators; 350,000 tested, 0.064% active; AID 624291;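 note: potency is the fitted concentration of half-maximal effect; 100% = response of the positive control SU9516; nearly all actives have a fitted effect of over 60% in size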
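Alpha7betagal+/- myoblasts (passage 13) were plated 16-24 hr, then exposed to compounds (1:260 dilution of DMSO stock) for 48 hours at 37C. After MPER lysis, β-galactosidase reporter activity was read as FDG fluorescence (ex 480/em 540) after 30 minutes.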
Tb PFK block: inhibitors of T. brucei phosphofructokinase | T. brucei PFK, ADP-Glo luminescence | Potency, µM (series often up to 57.5 µM), for inactives: top-dose activity, negative = inhibition, hits mostly inhibitors | 330,000 tested, 0.17% active;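 note: potency is the fitted concentration of half-maximal effect; 0% = uninhibited 1x PFK enzyme wells and -100% = no-enzyme wells; nearly all actives have a fitted effect of over 60% in size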
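Luminescent ADP detection (ADP-Glo, two-step: ATP depletion then ADP-to-ATP conversion for luciferase) reported PFK activity after 45 min room-temperature reaction of 1.25 nM enzyme with 0.5 mM F6P and 0.1 mM ATP at pH 8.0.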
S-ASM inh: inhibitors of human secretory acid sphingomyelinase; 340,000 tested, 0.006% active; placental ASM, HMU-PC fluorogenic substrate, 60 min; P17405; Potency, µM (titrated, usually from 57.5 µM), for the others: top-dose activity change, negative = inhibition, most hits filed as inhibitors; note: potency is the fitted concentration of half-maximal effect
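Fluorogenic HMU-PC substrate (9 uM final) is turned over by placental ASM in 60 min at 37 C after a 10 min compound preincubation. Reaction ended by alkaline stop (pH 10), with fluorescence read at 386/447 nm.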
Chronic BCR inh: blocks chronic active B-cell receptor signaling; ABC-DLBCL IkBa-CBG/CBR reporter, luminescence ratio, 4 h; Potency, µM (titrated, usually from 46.1 µM), without a hit: top-dose ratio change, negative = lower green/red ratio, usual class: inhibitors; 340,000 tested, 0.05% active; AID 493014; active = well fitted inhibition curve with a large enough effect in the signal ratio, with a control signal flat, not every such curve was filed as active; inconclusive = small, poorly fitted or top-dose-only effect, or effect the other way, or a change in a side signal; the % refers to the signal ratio;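 note: potency is the fitted concentration of half-maximal effect; plate controls were basal doxycycline-induced cells for no effect and cells given 10 µM MG132 for full effect; MG132 reads +100%, hits lower the ratio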
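Concentration-response series (up to 46 uM) were applied to TMD8 dual-reporter cells for 4 h at 37C with doxycycline. Green/red ratio, after filter-overlap correction, defined %Activity; red signal alone was normalised to basal cells and zero luminescence.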
TSG101-PTAP inh: blocks PTAP/TSG101 interaction to inhibit HIV-1 budding; Q99816; AID 493005; 340,000 tested, under 10 active; Fluorescence polarization, FITC-PTAP peptide / Tsg101 binding; Potency, µM (top dose mostly 115 µM), for inactives: at the highest dose activity change, negative = inhibition, most hits filed as inhibitors; active = well fitted inhibition curve with a large enough effect in the main read-out, with a control signal flat, not every such curve was filed as active; inconclusive = small, poorly fitted or top-dose-only effect, or effect the other way, or a change in a side signal; inactive = no such curve, though single readings can be large or run the other way; note: potency is the fitted concentration of half-maximal effect; % of control where 0% means no effect
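Compounds were pin-transferred onto Tsg101 binding domain (10 uM final) in HEPES pH 7.5 buffer, then FITC-PTAP peptide was added at 50 nM final. After 20 min at RT, polarization reported peptide displacement across a qHTS concentration series.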
Menin-MLL TR inh: inhibitors of human menin-MLL interaction, mutant MLL peptide; O00255; 270,000 tested, 0.23% active; AID 1768; Menin + Texas Red MLL mutant peptide, fluorescence polarization; Potency, µM (top dose mostly 61.6 µM), inactives show at the top dose FP activity change, negative = inhibition, actives largely listed as inhibitors; active = well fitted inhibition curve with a large enough effect in the polarisation, with a control signal flat, not every such curve was filed as active; inconclusive = small, poorly fitted or top-dose-only effect, or effect the other way, or a change in a side signal; inactive = no such curve, though single readings can be large or run the other way; the % refers to the polarisation; note: potency is the fitted concentration of half-maximal effect; % of control where 0% means no effect; many of its hits are not listed in these tables
Target sequence (O00255 whole entry, looked up): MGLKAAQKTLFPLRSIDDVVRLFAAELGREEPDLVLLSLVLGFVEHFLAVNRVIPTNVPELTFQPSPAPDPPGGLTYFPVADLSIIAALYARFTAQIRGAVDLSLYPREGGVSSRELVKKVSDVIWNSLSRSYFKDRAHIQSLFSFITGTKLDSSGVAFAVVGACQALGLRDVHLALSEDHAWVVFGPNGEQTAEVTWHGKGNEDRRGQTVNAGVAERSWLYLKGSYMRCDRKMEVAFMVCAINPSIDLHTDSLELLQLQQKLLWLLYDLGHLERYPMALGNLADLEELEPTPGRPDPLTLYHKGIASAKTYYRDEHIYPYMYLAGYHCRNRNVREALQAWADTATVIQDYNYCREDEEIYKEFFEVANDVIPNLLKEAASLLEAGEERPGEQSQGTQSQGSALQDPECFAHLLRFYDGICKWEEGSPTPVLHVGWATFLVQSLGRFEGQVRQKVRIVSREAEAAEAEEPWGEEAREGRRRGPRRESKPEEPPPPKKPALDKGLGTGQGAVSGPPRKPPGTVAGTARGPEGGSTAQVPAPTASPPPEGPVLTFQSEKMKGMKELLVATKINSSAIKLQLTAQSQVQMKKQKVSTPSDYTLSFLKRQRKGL
PKM2 activator: PKM2 (human) enzyme activation; P14618; purified PKM2, Kinase-Glo ATP luminescence, activation; response scale: 0% is enzyme alone, no compound; Potency, µM (doses to about 57.5 µM), for the others: at the top dose activation, most hits filed as activators; 260,000 tested, 0.34% active; note: potency is the fitted concentration of half-maximal effect; % is set by controls: 0 for no effect and ±100 for the full control effect; nearly all actives have a fitted effect of over 55% in size
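hPK-M2, >95% pure; 0.1 mM ADP / 0.5 mM PEP final; imidazole pH7.2 buffer w/ 7 mM MgCl2, 50 mM KCl; 1 h RT; Kinase-Glo lum. Intermediate enzyme activity for dual inhibitor/activator qHTS.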
* hit, by the source's call; ? = inconclusive; · = not tested or not shown; [ ] = another dose, or the depositor's remark. Unless noted, calls come from the whole dose curve; as a rule, active = well fitted curve in the direction sought with a large enough effect; inconclusive = small, poorly fitted or top-dose-only effect, or another doubt; inactive = no such curve, though single readings can be large; an effect the other way counts as inactive or inconclusive.

SMILES	B2AR arrestin	GALK inhibitor	Giardia kill	Coupling enz	Integrin act MD	Tb PFK block	S-ASM inh	Chronic BCR inh	TSG101-PTAP inh	Menin-MLL TR inh	PKM2 activator
Cc1nc2scc(C)n2c(=O)c1S(=O)(=O)NC(C)c1ccccc1 (stereo not given)	-0.3%	0%	6	-2	11%	-4%	2%	-2%	-3%	2%	·
CCCOc1ccc(OCCOCCN2CCc3ccccc3C2)cc1	-0.5%	3%	-1	-3	-38%	1%	1%	6%	-1%	-10%	-17%
C/C=C/C=C/C(=O)O	0.4%	·	20	·	·	1%	2%	?	1%	5%	·
CCOc1ccccc1/C=N/NC(=O)CNC(=O)c1ccc(S(=O)(=O)N2CCOCC2)cc1	9.0%	1%	4	-8	-3%	-1%	2%	7%	2%	-7%	-2%
CCCCOCCCNC(=O)C1CCCCC1	0.3%	6%	11	2	-7%	4%	2%	-4%	-5%	7%	-5%
COc1cc(/C=C2\SC(=N)N(c3ccc(F)cc3)C2=O)ccc1O	0.0%	-1%	-29	4	7%	1%	-11%	?	-1%	?	-6%
C=CCNc1nc(N)c([N+](=O)[O-])c(NCc2ccccc2)n1	-0.4%	-2%	-13	0	-21%	1%	-2%	?	-6%	13%	·
O=C(CCC(=O)N/N=C/c1ccc(Br)o1)N/N=C/c1ccc(Br)o1	3.4%	6%	-6	1	-23%	-2%	-3%	-2%	-8%	-2%	·
Cn1cc(CCC(=O)NCCCc2ccccc2)c2ccccc21	-0.1%	·	4	-2	0%	1%	0%	0%	2%	?	·
COc1ccccc1N1CCN(C(=O)Nc2ccc(F)c(Cl)c2)CC1	-0.8%	-1%	-14	-3	-15%	-1%	1%	0%	-2%	10%	-1%
COc1ccc(N(CC(=O)NCCSc2ccccc2)S(C)(=O)=O)cc1	0.3%	-3%	-19	0	8%	-1%	2%	-1%	-3%	-2%	-1%
N#C/C(C(=O)c1ccccc1)=C1/CCCCCN1	-2.7%	5%	3	7	-2%	1%	-1%	11%	-3%	2%	-6%
CCn1cc(CN2CCC(n3nccc3NC(=O)CCc3ccccc3)CC2)cn1	0.3%	-6%	-5	·	33%	1%	·	-3%	-2%	·	1%
CCOC(=O)c1ccc(NC=C2C(=O)OC3(CCCCC3)OC2=O)cc1	-0.7%	-1%	4	3	34%	-1%	5%	0%	-3%	2%	-5%
Cc1cnc(C(=O)OC(C(=O)c2c[nH]c3ccccc23)c2ccccc2)cn1 (stereo not given)	0.3%	·	5	·	24%	-9%	-4%	-13%	0%	·	·
CCOC(=O)Cc1nnn(CC(=O)OCC)n1	0.1%	0%	0	-13	5%	2%	8%	-3%	-8%	5%[11.7 µM]	-25%
CC(C)NC(=O)C(C)Oc1ccc(S(=O)(=O)NCc2ccc3c(c2)OCO3)cc1 (stereo not given)	-0.2%	0%	2	-2	-13%	-3%	-1%	3%	-3%	5%	4%
C[N+]1(C2CCC3CCCC2C3O)CCCCC1 (stereo not given)	-0.1%	5%	5	-2	29%	-15%	6%	-1%	0%	2%	-13%
CCOc1ccc(/C=C2\SC(=S)N(N3C(=O)C4CC4C3=O)C2=O)cc1 (stereo not given)	0.5%	-1%	-13	-1	11%	-7%	-2%	1%	-2%	?	-6%
CO/N=C(\Cn1ncc(N2CCOCC2)c(Br)c1=O)c1ccc(Cl)cc1	-1.2%	0%	-10	-1	8%	8%	-4%	-28%	-3%	1%	8%
CC(=O)C[C@@H](O)CC(=O)[C@@H]1OC(=O)CCCCCCCCc2ccccc21	0.4%	·	-8	·	-7%	-4%	-4%	0%	-7%	·	·
Cc1cc2c(c(=O)n1CC1CCCO1)C(c1ccco1)C(C#N)=C(N)O2 (stereo not given)	0.4%	-1%	-11	-1	-10%[7.66 µM]	-4%	21%	-1%	-3%	-16%	0%
CC(=O)/C=C\c1cn(-c2ncc(C(F)(F)F)cc2Cl)c2ccccc12	-0.2%	-6%	-2	-2	-8%	1%	-7%	?	1%	8%	4%
Cn1c2c(c(=O)n(C)c1=O)C(C(F)(F)F)(C(F)(F)F)N=C(c1ccc(Cl)cc1)N2	-1.6%	5%	11	2	-51%[inhibitor]	-3%	-5%	?	-1%	-5%	-2%
CCOc1ccc(C(CC(=O)O)NC(=O)C23CC4CC(CC(C4)C2)C3)cc1 (stereo not given)	0.4%	-2%	6	5	10%	2%	3%	4%	-10%	25%	-4%
O=C(O)c1ccccc1NS(=O)(=O)c1cccc(-n2sc3ccccc3c2=O)c1	-0.5%	-1%	6	16	41%	2.4µM*	5%	?	-3%	·	2.5µM*
CCOc1cccc2sc(N(CCCN(C)C)C(=O)Cc3ccccc3)nc12	-0.4%	0%	-4	2	3%	-2%	0%	?	-1%	-24%	1%
CN(c1ccccc1)S(=O)(=O)c1ccc(NC(=O)C2CC2)cc1	-0.9%	4%	-23	-3	23%	-2%	-2%	-12%	1%	15%	-1%
COc1ccccc1C(=O)N/C(=C\c1cn(S(=O)(=O)N(C)C)c2ccccc12)C(=O)N1CCOCC1	0.1%	6%	-17	·	?	1%	-2%	-1%	-2%	·	·
CCOC(=O)c1ccc(CC2SC(N)=NC2=O)cc1 (stereo not given)	0.2%	1%	-4	1	4%	-9%	-5%	-2%	-4%	-1%	·
Nc1ccc(Cl)c(S(=O)(=O)Nc2cccc(Cl)c2)c1	0.0%	5%	-28	-2	17%	0%	1%	-5%	-4%	33%[activator]	4%
Cc1cc(F)ccc1S(=O)(=O)N1CCCOC1CNC(=O)C(=O)NCCN1CCOCC1 (stereo not given)	0.8%	-5%	15	·	20%	0%	-2%	-4%	-2%	·	-1%
CCOc1ccc2cc(C(=O)NCc3ccccc3)c(=N)oc2c1	0.1%	3%	3	-1	8%	0%	221%[activator]	1%	-4%	-12%	·
Cc1ccc(-c2cc(-c3ccccc3)no2)c(O)c1	-0.3%	0%	?	2	14%	-1%	4%	?	1%	?	-10%
COc1cc(OC)cc(C(=O)NC2CCN(CCCOc3ccccc3)CC2)c1	-0.5%	-1%	-9	4	-4%	1%	0%	-1%	-1%	-14%	-1%[11.5 µM]
COC(=O)C1=C(N)OC2=C(C(=O)CC(C)(C)C2)C1c1cc2c(cc1Cl)OCO2 (stereo not given)	-1.4%	·	12	2	-35%	-4%	-4%	11%	0%	18%	5%
Cc1cc2c([nH]c3ccccc32)c2c1OC(C)(C)C=C2	-0.4%	-3%	15	-7	-31%	2%	-18%	0%	-5%	·	5%
COc1ccccc1CNC(=O)C1CCN(S(=O)(=O)c2ccc3c(c2)C(C)(C)C(=O)N3C)CC1	-0.9%	·	?	-1	-2%	2%	1%	20%	2%	-1%	-4%
O=C(OCn1ncc(Cl)c(Cl)c1=O)c1ccc(C(F)(F)F)cc1	3.0%	-1%	2	-2	-70%[inhibitor]	1%	-2%	1%	-5%	-16%	0%
COC(=O)c1[nH]c(C)c(/C(O)=C2\C(=O)C(=O)N(CCN(C)C)C2c2cc(OC)ccc2OC)c1C (stereo not given)	0.0%	2%	-6	0	-14%	-6%	1%	-1%	1%	-7%	-6%
O=C(Nc1ccc(Br)cc1)C1C2C=CC3(O2)C1C(=O)N(CCN1CCOCC1)C3C(=O)NC1CCCCC1 (stereo not given)	0.1%	14%	-18	0	0%	0%	-2%	-8%	0%	2%	2%
Cn1cccc1/C=N/NC(=O)c1ccco1	-0.2%	0%	4	-13	2%	0%	2%	?	-7%	-9%	-11%
CC1CC(C)(C)NC(=S)N1CCC(=O)NCc1ccc(F)cc1 (stereo not given)	0.2%	0%	-3	0	3%	-5%	0%	4%	-2%	-5%	-9%
Cc1ccc(NC(=O)c2cccs2)cc1NC(=O)c1ccccc1Cl	0.5%	-3%	-1	0	0%	3%	-1%	?	2%	?	·
CC(C)NS(=O)(=O)c1ccc(NC(=O)C2CCCCC2)cc1	-0.3%	1%	-11	1	-15%	-2%	-1%	-1%	-2%	5%	0%
COc1ccc(NC(=O)Cn2ncn3nc(-c4ccc(OC)cc4)cc3c2=O)cc1	-1.3%	-4%	-10	·	30%	1%	-3%	1%	-2%	·	·
C=CC[C@@H](CC(=O)N(CCO)Cc1ccccc1)C(=O)NC[C@@H](OC(=O)[C@@H](CC=C)CC(=O)OC(C)(C)C)c1ccccc1	-0.1%	·	1	·	-11%	4%	6%	1%	-3%	·	·

Screening data: PubChem, National Center for Advancing Translational Sciences (NCATS)

Not all compounds are listed. The share of hits here may be higher or lower than overall.
